Screens as filed in PubChem.
EBNA-1 inh: blocks EBNA-1 binding to DNA; EBNA-1 DNA binding, fluorescence polarization; inhibition, % at 14.8 µM; 300,000 tested, 0.34% active; AID 1950; in the data active = inhibition above about 28%
ZTA counter: counter-screen for EBNA-1 inhibitors: inhibitors of Epstein-Barr virus ZTA. P03206. ZTA-DNA binding, fluorescence polarization. inhibition, % at 11 µM. 320,000 tested, 0.15% active; in the data active = inhibition above about 33%
PAD4 FP inh: inhibitors of human PAD4; AID 485272; inhibition, % at 6.36 µM; recombinant PAD4, RCA probe fluorescence polarization; 330,000 tested, 0.41% active;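 active = percent inhibition above a cutoff equal to the mean of all tested compounds plus 3 SD, cut at about 15% in these data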;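 note: 0% = PAD4 with RCA probe and DMSO and 100% = probe without PAD4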
PAFAH1B3 FP inh: PAFAH1B3 (human) inhibition | Q15102 | recombinant PAFAH1B3, FP-rhodamine probe, fluorescence polarization | inhibition, % at 3.39 µM | 340,000 tested, 0.28% active | AID 492972;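 active = inhibition above the screen-wide average of all tested compounds plus 3 SD, cut at about 25% in these data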;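 note: 0% = enzyme with DMSO only and 100% = wells lacking PAFAH1B3 protein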
Target sequence (Q15102 whole entry, looked up): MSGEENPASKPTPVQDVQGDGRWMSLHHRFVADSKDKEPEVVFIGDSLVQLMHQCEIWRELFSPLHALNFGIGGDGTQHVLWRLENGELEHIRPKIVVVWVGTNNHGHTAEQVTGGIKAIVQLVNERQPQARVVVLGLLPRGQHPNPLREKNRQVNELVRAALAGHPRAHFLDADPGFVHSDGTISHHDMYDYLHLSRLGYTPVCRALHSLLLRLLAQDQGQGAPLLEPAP
LYPLA1 counter: counter-screen for PME1 inhibitors: inhibitors of human LYPLA1; recombinant LYPLA1, FP-Rh probe fluorescence polarization; inhibition, % at 5.9 µM; 320,000 tested, 0.16% active;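 active = inhibition above the mean of all tested compounds plus 3 SD, set per campaign, cut at about 14% in these data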;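 note: inhibitors block serine hydrolase probe labeling of LYPLA1 so polarization falls; 0% = enzyme with DMSO and 100% = wells lacking LYPLA1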
Target sequence (O75608 whole entry, looked up): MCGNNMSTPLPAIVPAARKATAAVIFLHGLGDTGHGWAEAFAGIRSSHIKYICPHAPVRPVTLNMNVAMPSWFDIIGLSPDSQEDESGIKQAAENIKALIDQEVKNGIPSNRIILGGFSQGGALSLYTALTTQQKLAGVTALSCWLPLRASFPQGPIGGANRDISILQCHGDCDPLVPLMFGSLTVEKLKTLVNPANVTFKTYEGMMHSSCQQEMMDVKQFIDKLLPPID
LYPLA2 counter: blocks human lysophospholipase 2, a PME1 counter-screen; O95372; recombinant LYPLA2, FP-Rh probe fluorescence polarization; inhibition, % at 5.9 µM; 320,000 tested, 0.38% active; AID 2177;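 active = inhibition above the screen-wide mean plus 3 SD, limit set per campaign, cut at about 26% in these data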;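 note: 0% = LYPLA2 with DMSO and 100% = wells lacking LYPLA2 enzyme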
Target sequence (O95372 whole entry, looked up): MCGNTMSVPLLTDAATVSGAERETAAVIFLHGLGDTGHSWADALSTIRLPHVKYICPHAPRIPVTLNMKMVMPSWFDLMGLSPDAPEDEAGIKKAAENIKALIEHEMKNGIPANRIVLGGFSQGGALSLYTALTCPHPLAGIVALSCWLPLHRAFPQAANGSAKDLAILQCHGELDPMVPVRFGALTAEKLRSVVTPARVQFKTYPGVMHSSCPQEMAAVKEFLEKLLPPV
PAFAH2 inh: inhibitors of human PAFAH2 | recombinant PAFAH2, FP-rhodamine activity probe, fluorescence polarization | inhibition, % at 3.39 µM | 340,000 tested, 0.99% active | AID 492956;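 active = inhibition above the mean over all tested compounds plus 3 SD, cut at about 30% in these data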;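 note: inhibitors block probe labeling of enzyme so polarization drops; 0% = enzyme with DMSO and 100% = wells lacking PAFAH2 protein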
GSTO1 counter: blocks human GSTO1 in RBBP9 counter-screen; P78417; recombinant GSTO1, activity-based probe fluorescence polarization; inhibition, % at 5.96 µM; 300,000 tested, 1.1% active; AID 1974;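 active = inhibition above the campaign mean inhibition plus 3 SD, cut at about 35% in these data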;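 note: 0% = GSTO1-1 with DMSO and 100% = wells lacking GSTO1-1 enzyme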
Target sequence (P78417 whole entry, looked up): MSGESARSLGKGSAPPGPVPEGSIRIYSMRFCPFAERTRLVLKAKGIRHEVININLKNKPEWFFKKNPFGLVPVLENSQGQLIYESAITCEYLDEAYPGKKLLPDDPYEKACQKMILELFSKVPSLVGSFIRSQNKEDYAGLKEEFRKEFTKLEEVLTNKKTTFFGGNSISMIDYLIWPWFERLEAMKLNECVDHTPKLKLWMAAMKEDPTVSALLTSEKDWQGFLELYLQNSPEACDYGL
PREPL inhibitor: inhibitors of human prolyl oligopeptidase-like enzyme PREPL; Q4J6C6; recombinant PREPL, fluorescence polarization activity-based probe; inhibition, % at 5.96 µM; 320,000 tested, 0.68% active; in the data active = inhibition above about 43%;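 note: 0% = enzyme with DMSO and 100% = wells lacking enzyme; many of its hits are not listed in these tables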
* hit, by the source's call. Some of the compounds tested; count on the stated rates, not on these rows.

Screening Cc1ccn(CCC(=O)Nc2ccc3c(c2)OCO3)n1 returned EBNA-1 inh 2, ZTA counter -5, PAD4 FP inh -3, PAFAH1B3 FP inh 1, LYPLA1 counter -2, LYPLA2 counter 5, PAFAH2 inh 4, GSTO1 counter 7 and PREPL inhibitor 2.
Screening NC(=O)c1ncc(C(F)(F)F)cc1Cl returned EBNA-1 inh -2, ZTA counter -8, PAD4 FP inh 3, PAFAH1B3 FP inh 16, LYPLA1 counter 1, LYPLA2 counter 1, PAFAH2 inh 2, GSTO1 counter 6 and PREPL inhibitor 2.
O=C(/C=C/c1cccc(F)c1)Nc1ccc(S(=O)(=O)N2CCOCC2)cc1 was read as PAD4 FP inh 5, PAFAH1B3 FP inh -2, PAFAH2 inh -8 and PREPL inhibitor 8.
For Cc1nnc(SCC(=O)N2CCC(C(N)=O)CC2)s1 the results were EBNA-1 inh 0, ZTA counter -12, PAD4 FP inh -1, PAFAH1B3 FP inh 4, LYPLA1 counter 2, LYPLA2 counter 0, PAFAH2 inh -2, GSTO1 counter 5 and PREPL inhibitor -4.
For Cc1noc2ncnc(Sc3ccc(Br)cc3)c12 the results were EBNA-1 inh -1, ZTA counter -5, PAD4 FP inh 7, PAFAH1B3 FP inh 9, LYPLA1 counter 3, LYPLA2 counter 0, PAFAH2 inh -1, GSTO1 counter 1 and PREPL inhibitor 0.
For CC1=CC(=C2C(=O)c3ccccc3C2=O)C=C(C)N1Cc1ccco1 the results were EBNA-1 inh -7, ZTA counter 6, PAD4 FP inh -1, PAFAH1B3 FP inh 3, LYPLA1 counter 0, LYPLA2 counter -4, PAFAH2 inh -1, GSTO1 counter -6 and PREPL inhibitor 12.
For COc1cccc(NC(=O)NCc2ccc(F)cc2)c1 the results were EBNA-1 inh -16, ZTA counter 0, PAD4 FP inh 2, PAFAH1B3 FP inh 11, LYPLA1 counter 0, LYPLA2 counter -6, PAFAH2 inh 6, GSTO1 counter -4 and PREPL inhibitor 6.
O=C(O)CCC(=O)Nc1ccc(-n2ccc(C(F)(F)F)n2)cc1 was read as EBNA-1 inh -2, ZTA counter -7, PAD4 FP inh -1, PAFAH1B3 FP inh 10, LYPLA1 counter 1, LYPLA2 counter 0, PAFAH2 inh 1, GSTO1 counter 4 and PREPL inhibitor 9.
O=C(CCc1nc2ccccc2s1)OCc1ccccc1F was read as EBNA-1 inh 3, ZTA counter 0, PAD4 FP inh 1, PAFAH1B3 FP inh 4, LYPLA1 counter 0, LYPLA2 counter 14, PAFAH2 inh -4, GSTO1 counter 2 and PREPL inhibitor -2.
O=C(O)CCCn1cc(NC(=O)c2ccco2)cn1 was read as EBNA-1 inh -15, ZTA counter 7, PAD4 FP inh 1, PAFAH1B3 FP inh 10, LYPLA1 counter -3, LYPLA2 counter -5, PAFAH2 inh 5, GSTO1 counter 5 and PREPL inhibitor 7.
`CCCC(=O)NC(=S)c1c(C)n(C)n(-c2ccccc2)c1=O` gave EBNA-1 inh 5, ZTA counter -8, PAD4 FP inh -1, PAFAH1B3 FP inh 4, LYPLA1 counter 4, LYPLA2 counter -2, PAFAH2 inh -4, GSTO1 counter 13 and PREPL inhibitor 9.
O=C(COC(=O)c1cc([N+](=O)[O-])ccc1N1CCOCC1)Nc1ncc(Cl)cc1Cl was read as EBNA-1 inh 6, ZTA counter 3, PAD4 FP inh -3, PAFAH1B3 FP inh -3, LYPLA1 counter -7, LYPLA2 counter -6, PAFAH2 inh 12, GSTO1 counter 11 and PREPL inhibitor 18.

Of the compounds above, these have four or more nitrogen atoms:
For Cc1nnc(SCC(=O)N2CCC(C(N)=O)CC2)s1 the results were EBNA-1 inh 0, ZTA counter -12, PAD4 FP inh -1, PAFAH1B3 FP inh 4, LYPLA1 counter 2, LYPLA2 counter 0, PAFAH2 inh -2, GSTO1 counter 5 and PREPL inhibitor -4.
O=C(COC(=O)c1cc([N+](=O)[O-])ccc1N1CCOCC1)Nc1ncc(Cl)cc1Cl was read as EBNA-1 inh 6, ZTA counter 3, PAD4 FP inh -3, PAFAH1B3 FP inh -3, LYPLA1 counter -7, LYPLA2 counter -6, PAFAH2 inh 12, GSTO1 counter 11 and PREPL inhibitor 18.

Additional structures:
Screening COc1cc(C(C(=O)NC2CCCC2)N(Cc2ccccc2)C(=O)c2snc(C(N)=O)c2N)ccc1O (stereo unspecified) returned EBNA-1 inh -13, ZTA counter 3, PAD4 FP inh -3, PAFAH1B3 FP inh 4, LYPLA1 counter -3, LYPLA2 counter -10, PAFAH2 inh -6, GSTO1 counter 1 and PREPL inhibitor -3.
`O=C(COC(=O)C1=COCCO1)Nc1cc(Cl)c(Cl)cc1Cl` gave PAD4 FP inh -6, PAFAH1B3 FP inh 2, PAFAH2 inh 38* and PREPL inhibitor 16.
Screening O=C(/C=C/c1ccco1)Nc1ccc(S(=O)(=O)N2CCOCC2)cc1 returned EBNA-1 inh -7, ZTA counter 6, PAD4 FP inh -4, PAFAH1B3 FP inh 4, LYPLA1 counter -2, LYPLA2 counter -4, PAFAH2 inh 2, GSTO1 counter 3 and PREPL inhibitor -1.
`Cc1ccc2cc(CCNC(=O)C(C)C)c(=O)[nH]c2c1C` gave EBNA-1 inh -10, ZTA counter 7, PAD4 FP inh 1, PAFAH1B3 FP inh -4, LYPLA1 counter -1, LYPLA2 counter -2, PAFAH2 inh -3, GSTO1 counter 5 and PREPL inhibitor 9.
`CCC(C(=O)N1CCCC1)n1nc(C)c2c(C)n(-c3ccccc3)nc2c1=O` (stereo unspecified) gave EBNA-1 inh -17, ZTA counter -6, PAD4 FP inh -3, PAFAH1B3 FP inh 5, LYPLA1 counter -1, LYPLA2 counter 2, PAFAH2 inh 4, GSTO1 counter 7 and PREPL inhibitor 0.
`CN(C)CCCNC(=O)c1cc(C(=O)c2ccccc2F)c[nH]1` gave EBNA-1 inh -9, ZTA counter -4, PAD4 FP inh 5, PAFAH1B3 FP inh 8, LYPLA1 counter 1, LYPLA2 counter 7, PAFAH2 inh 0, GSTO1 counter 2 and PREPL inhibitor 0.
For CCCc1cc(=O)[nH]c(SCc2cc(Cl)ccc2OC(F)F)n1 the results were EBNA-1 inh 4, ZTA counter -14, PAD4 FP inh 2, PAFAH1B3 FP inh 5, LYPLA1 counter -2, LYPLA2 counter 4, PAFAH2 inh -9, GSTO1 counter 3 and PREPL inhibitor 9.
`COc1ccc(C(=O)NNC(=O)c2ccccn2)cc1` gave EBNA-1 inh -3, ZTA counter 10, PAD4 FP inh 0, PAFAH1B3 FP inh 4, LYPLA1 counter 4, LYPLA2 counter 2, PAFAH2 inh 24, GSTO1 counter 3 and PREPL inhibitor 4.
`O=C(c1c(O)c2ccccc2oc1=O)C1CCCCC1` gave EBNA-1 inh -11, ZTA counter -10, PAD4 FP inh -3, PAFAH1B3 FP inh 2, LYPLA1 counter 0, LYPLA2 counter 2, PAFAH2 inh 6, GSTO1 counter -19 and PREPL inhibitor -4.
Cc1ccc(S(=O)(=O)/N=C(/Nc2ccc(O)c(C(=O)O)c2)c2ccccc2)cc1 was read as ZTA counter 17, PAD4 FP inh -2, PAFAH1B3 FP inh 6, LYPLA1 counter 1, LYPLA2 counter 1, PAFAH2 inh 12 and PREPL inhibitor 0.
Screening Cc1ccc(C(=O)COC(=O)c2nc3nccc(C)n3n2)c(C)c1 returned ZTA counter 11, PAD4 FP inh -1, PAFAH1B3 FP inh 5, LYPLA1 counter 0, LYPLA2 counter 1, PAFAH2 inh 12 and PREPL inhibitor -1.
COc1ccc(NC2c3ccccc3C(=O)N2c2cccnc2)cc1Cl (stereo unspecified) was read as EBNA-1 inh 13, ZTA counter 10, PAD4 FP inh 1, PAFAH1B3 FP inh 4, LYPLA1 counter 0, LYPLA2 counter 1, PAFAH2 inh 1, GSTO1 counter 5 and PREPL inhibitor -32.
Screening Cc1cc(NC(=O)c2sccc2C)n(-c2cccc(Cl)c2)n1 returned EBNA-1 inh 7, ZTA counter -6, PAD4 FP inh -3, PAFAH1B3 FP inh 8, LYPLA1 counter -4, LYPLA2 counter -5, PAFAH2 inh -5, GSTO1 counter 4 and PREPL inhibitor -5.
`COc1ccccc1NC(=O)COC(=O)c1ccc2ccccc2n1` gave PAD4 FP inh -1, PAFAH1B3 FP inh 7, PAFAH2 inh 8 and PREPL inhibitor 16.
Screening CCOC(=O)c1cc(-c2ccccc2)sc1NC(=O)c1ccc(OC)cc1 returned EBNA-1 inh -4, ZTA counter 2, PAD4 FP inh -1, LYPLA1 counter 0, LYPLA2 counter -4, GSTO1 counter 5 and PREPL inhibitor 8.
For Cc1cc(C)c2sc(N(CCCN(C)C)C(=O)c3ccc(S(=O)(=O)N4CCCc5ccccc54)cc3)nc2c1 the results were EBNA-1 inh -6, ZTA counter 8, PAD4 FP inh 5, PAFAH1B3 FP inh 8, LYPLA1 counter 2, LYPLA2 counter -4, PAFAH2 inh -3, GSTO1 counter -8 and PREPL inhibitor 18.
Screening COc1ccc(-c2nnc(NC(=O)CS(=O)(=O)c3ccc(F)cc3)o2)cc1 returned EBNA-1 inh -4, ZTA counter 4, PAD4 FP inh -9, PAFAH1B3 FP inh 9, LYPLA1 counter 1, LYPLA2 counter -4, PAFAH2 inh 9, GSTO1 counter 5 and PREPL inhibitor 20.
For O=C1C=CC(=C(c2ccc(O)cc2)c2ccc(O)cc2)C=C1 the results were ZTA counter 0, PAD4 FP inh 9, PAFAH1B3 FP inh 10, LYPLA1 counter 0, LYPLA2 counter -2, PAFAH2 inh -1 and PREPL inhibitor -23.
Screening Cc1nnc(NC(=O)c2ccc(S(=O)(=O)N3CCc4ccccc4C3)cc2)o1 returned EBNA-1 inh -2, ZTA counter 9, PAD4 FP inh -2, PAFAH1B3 FP inh 1, LYPLA1 counter -2, LYPLA2 counter -2, PAFAH2 inh -2, GSTO1 counter -4 and PREPL inhibitor 11.
COc1cccc(C2c3[nH]c4ccccc4c3C[C@H]3C(=O)N(CCCCCO)CC(=O)N23)c1 (stereo partly specified) was read as EBNA-1 inh 14, ZTA counter 17, PAD4 FP inh 0, PAFAH1B3 FP inh 6, LYPLA1 counter -3, LYPLA2 counter -3, PAFAH2 inh -6, GSTO1 counter 0 and PREPL inhibitor 4.
Screening O=C(Cn1c(=O)oc2ccccc21)c1ccccc1 returned EBNA-1 inh 3, ZTA counter 9, PAD4 FP inh -6, PAFAH1B3 FP inh 4, LYPLA1 counter 0, LYPLA2 counter 4, PAFAH2 inh -12, GSTO1 counter -5 and PREPL inhibitor 9.
`CC(Sc1nnnn1C)C(=O)Nc1ccccc1-c1ccccc1` (stereo unspecified) gave EBNA-1 inh 4, ZTA counter 2, PAD4 FP inh -3, PAFAH1B3 FP inh -6, LYPLA1 counter -1, LYPLA2 counter 2, PAFAH2 inh -2, GSTO1 counter 6 and PREPL inhibitor 14.
For COC(=O)C(COC(=O)c1c(F)cccc1F)NC(=O)c1c(F)cccc1F (stereo unspecified) the results were EBNA-1 inh 1, ZTA counter -14, PAD4 FP inh -2, PAFAH1B3 FP inh 3, LYPLA1 counter 6, LYPLA2 counter 5, PAFAH2 inh -4, GSTO1 counter -2 and PREPL inhibitor -3.
`CC(C)Cn1cc(C(=O)NCCCN2CCCC2=O)c2c3ccccc3n(C)c2c1=O` gave EBNA-1 inh 1, ZTA counter 3, PAD4 FP inh -4, PAFAH1B3 FP inh -4, LYPLA1 counter 3, LYPLA2 counter 3, PAFAH2 inh 0, GSTO1 counter -1 and PREPL inhibitor 2.
Screening O=C(c1n[nH]c(=O)c2ccccc12)N1CCN(C2c3ccccc3-c3ccccc32)CC1 returned EBNA-1 inh 0, ZTA counter -22, PAD4 FP inh -1, PAFAH1B3 FP inh 3, LYPLA1 counter 3, LYPLA2 counter 2, PAFAH2 inh 1, GSTO1 counter 0 and PREPL inhibitor 10.
Cc1cc(-c2c(C(=O)N3CCOCC3)c(C)nn2-c2ccccc2)no1 was read as EBNA-1 inh 8, ZTA counter 6, PAD4 FP inh 0, PAFAH1B3 FP inh 1, LYPLA1 counter -2, LYPLA2 counter 0, PAFAH2 inh -3, GSTO1 counter 3 and PREPL inhibitor 19.
